UTI89 phage lysis – inhibition of K1F phage lysis, E. coli UTI89, bacterial capsule biogenesis inhibitors, alamar blue (AID 488966); E. coli UTI89 K1F phage lysis, alamar blue, 2 h; higher % means a stronger effect; one-dose inhibition, % at 100 µM; IC50 in µM for titrated hits; hit rate 0.02% among 340,000;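 active = phage lysis inhibition, versus mean bacterial control, above a set limit; inconclusive = no clear call, values can overlap the other calls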;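 also: capsule biogenesis inhibitors block K1F phage lysis so surviving cells raise fluorescence; higher fluorescence means more inhibition of phage lysis; actives were called in the ten point dose series up to 300 µM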
HIV fusion peptide – cell-free HIV fusion peptide-binding blockers – biochemical, uHTS, fluorescence dequenching, primary screen (AID 1986); cell-free peptide binding, fluorescence dequenching, 30 min; higher % means a stronger effect; hit rate 0.3% among 290,000; inhibition, % at 20 µM, or IC50 in µM where a hit was titrated; in the data active = inhibition mostly above about 52%, no sharp cut-off; inactive = mostly below about 76%; also: some results filed as inactive read as strong as hits
GPR35 antagonists – inhibition of zaprinast-stimulated GPR35 beta-arrestin translocation – imaging, U2OS, beta-arrestin-GFP, zaprinast agonist, primary screen (AID 2058); U2OS GPR35 beta-arrestin-GFP translocation imaging, zaprinast antagonism; higher % means a stronger effect; one-dose inhibition, % at 10 µM; IC50 in µM for titrated hits; hit rate 0.052% among 290,000;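 active = inhibition of at least 50% with at least 30 cells and total cytoplasm GFP at most 10,000,000; inconclusive = under 30 cells or total GFP of 10,000,000 plus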
MgcRacGAP inhibition – MgcRacGAP GTPase-activating activity inhibitors, confirmation, biochemical, ADP Hunter fluorescence | MgcRacGAP-stimulated Rac1 GTP hydrolysis, ADP Hunter fluorescence; higher % means a stronger effect; GST-tagged Rac1 F28L mutant substrate | hit rate 0.6% among 340,000 | one-dose inhibition, % at 30 µM; IC50 in µM for titrated hits;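 active = first-screen hits whose inhibition reached a set limit at any dose in the follow-up dose series; inconclusive = inhibition above the set first-screen limit but never retested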;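 also: fluorescence reports GDP produced by GAP-driven GTP hydrolysis; strong numbers were not always called active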
GPR55 antagonists – GPR55 antagonists blocking LPI-driven arrestin recruitment, primary screen, imaging, U2OS, beta-arrestin-GFP, LPI agonist (AID 2013); U2OS GPR55 beta-arrestin-GFP translocation imaging, LPI antagonism; higher % means a stronger effect; inhibition, % at 10 µM; hits with a dose series show IC50 in µM; hit rate 0.13% among 290,000;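 active = spots per cell inhibited over 60%, with over 100 cells counted and total cytoplasm intensity under 500,000; inconclusive = wells with under 100 cells, flagged as likely toxic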;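 also: U2OS cells stably carrying GPR55 and arrestin-GFP stimulated by 5 µM LPI near EC80; imaged beta-arrestin-GFP aggregate spots per cell after agonist stimulation; plate controls were LPI-stimulated DMSO wells for no effect and DMSO wells without LPI for full effect; some results filed as inactive read as strong as hits; confirmed hits need IC50 under 10 µM and bright autofluorescent wells are also inconclusive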
Large T inhibition – TAg ATPase/helicase activity blockers – biochemical (AID 1903); hit rate 0.39% among 310,000; inhibition, % at 20 µM; hits with a dose series show IC50 in µM; SV40 large T antigen ATPase/helicase inhibition assay; higher % means a stronger effect; in the data active = a potency from the dose series; inconclusive = inhibition mostly from about 32% at the one dose, without a potency; inactive = the rest, 99 in 100 with inhibition below about 32%; also: strong numbers were not always called active
RSV CPE inhibition – RSV antiviral activity via CPE protection, HEp-2 cells, primary 10 µM value included (AID 2391). hit rate 0.13% among 310,000. CPE inhibition, % at 10 µM, or IC50 in µM where a hit was titrated. HEp-2 cells, RSV-induced CPE inhibition; higher % means a stronger effect; in the data active = a potency from the dose series; inconclusive = CPE inhibition mostly from about 23% at the one dose, without a potency; inactive = the rest, 99 in 100 with CPE inhibition below about 21%; also: strong numbers were not always called active
NS5 inhibitors – Dengue-2 NS5 methyltransferase inhibitors, primary screen, biochemical, confirmation dose response (AID 588689) | Dengue-2 NS5 methyltransferase capping enzyme assay, biochemical; higher % means a stronger effect | one-dose inhibition, % at 25 µM; IC50 in µM for titrated hits | hit rate 0.3% among 340,000; in the data active = a potency from the dose series; inconclusive = inhibition above about 29% without an active follow-up result
Salmonella PhoP GFP – PhoP-dependent GFP reporter repression – Salmonella Typhimurium, primary screen (AID 1863) | inhibition, % at 50 µM; hits with a dose series show IC50 in µM | hit rate 0.16% among 300,000 | S. Typhimurium PhoP-regulated promoter GFP reporter, 4 h; higher % means a stronger effect;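 active = inhibition over 29.93%, a cutoff 3 SD above the screen mean, later confirmed by dose response; inconclusive = inhibition over 29.93% but no dose response follow-up; inactive = inhibition at most 29.93% or unconfirmed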;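 also: 0% = low Mg2+ inducing control and 100% = high Mg2+ repressing control; strong numbers were not always called active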
The depositor's hits bear a star; ? = inconclusive; . = no result given; [ ] = dose if it differs, or a comment.

Each structure is followed by: UTI89 phage lysis, HIV fusion peptide, GPR35 antagonists, MgcRacGAP inhibition, GPR55 antagonists, Large T inhibition, RSV CPE inhibition, NS5 inhibitors, Salmonella PhoP GFP
- O=C(Nc1cccc2nsnc12)c1ccc(-c2ccc(Br)cc2)o1
→ 0.2%[50 µM], -1.2%, -2%, 6%, 13%, 4%, 1.9%, 13%, 0%
- O=C(NCCOc1ccccc1)C1Nc2ccc(OC(F)(F)F)cc2C2C=CCC12 (centres undefined)
→ -0.7%, ., ., -3%, ., 16%, 1.9%, -2%, -6%
- COc1ccc(OC)c(NC(=O)CSc2nccn2Cc2ccco2)c1
→ 0.0%[50 µM], 0.7%, 4%, 8%, 11%, 26%, 1.4%, 2%, -1%
- Clc1ccc(/C=N/Nc2nn[nH]n2)cc1
→ 0.4%, 2.7%, -2%, 9%, 8%, 9%, 1.8%, 6%, -2%
- CCOC(=O)c1ccc(CS(=O)c2ccc(Cl)cc2)o1 (centres undefined)
→ -0.3%, 0.1%, -14%, 1%, 0%, 9%, 0.2%, -1%, 6%
- O=C(O)CCCCCNS(=O)(=O)c1ccc2c3c(cccc13)C(=O)N2
→ 1.3%, 2.0%, 6%, 9%, 0%, 13%, 0.7%, ., -6%
- COc1cccc(CC(NC(C)=O)C(=O)NC2CCN(c3nnnn3-c3ccccc3)CC2)c1OC (centres undefined)
→ 0.0%, -1.1%, 1%, 2%, 8%, 7%, 0.7%, -1%, 3%
- CC(C)=C(C#N)c1nc2ccccc2s1
→ 0.4%[50 µM], 0.5%, -14%, 5%, 6%, -2%, 1.1%, -5%, -9%
- CCOC(=O)Cn1c(=O)c(-c2ccccc2NCc2ccccc2)nc2ccccc21
→ -0.4%, ., ., 5%, ., ., 2.1%, -6%, .
- CN1CCN(NC(=O)c2cc(Br)ccc2Cl)CC1
→ -1.0%, -0.5%, -2%, 2%, 13%, 4%, -1.4%, -4%, -9%
- Cn1c(CCN2CCCCC2)nc2cc(NC(=O)COc3ccc(Cl)cc3)ccc21
→ 0.3%, -0.6%, 26%, 15%, 10%, 35%, -1.8%, -4%, -9%
- Nc1nc(Nc2ccccc2)nc(N2CCOCC2)c1[N+](=O)[O-]
→ 0.1%, -1.6%, -10%, 8%, 4%, 0%, 6.0%, 1%, -13%
- CC(C)c1ccc(NC(=S)NNC(=O)c2cccs2)cc1
→ 0.6%, -0.5%, -7%, 10%, 13%, 23%, ?, -1%, -4%
- O=C(O)c1cccc(Nc2nc(N3CCOCC3)nc(N3CCOCC3)n2)c1
→ 7.3%, 2.9%, 8%, 6%, 19%, 9%, 0.7%, -2%, -7%
- O=C1Nc2ccccc2C1Cc1ccccc1 (centres undefined)
→ -0.6%, -0.7%, -9%, 3%, -3%, 12%, 1.6%, 1%, -3%
- CCn1c(C)cc(C)c(C#N)c1=O
→ -0.1%, -1.2%, -10%, -3%, -3%, 20%, 0.1%, -7%, 1%
- COc1ccc(N/C=C/c2nc(SC)nnc2C)cc1
→ 3.0%, 13%, -2%, 9%, 3%, 20%, 7.7%, -33%, -1%
- Cc1ccccc1CN(CC(=O)Nc1cccc([N+](=O)[O-])c1)S(=O)(=O)c1ccc(Cl)cc1
→ 4.7%, -1.7%, -15%, 3%, 17%, 3%, 11%, -9%, -4%
- CC1CC(C)(C)CC2(C1)NC(=O)N(CC(=O)Nc1nccs1)C2=O (centres undefined)
→ 0.4%[50 µM], ., ., 8%, ., 17%, -1.4%, -3%, 1%
- COc1ccc(/C=N/OCC(=O)NCc2cccs2)c(OC)c1
→ 4.4%, -1.0%, 0%, 7%, 6%, 6%, 1.6%, 1%, -9%
- CCOc1ccc(S(=O)(=O)N(CC(=O)Nc2cccnc2)c2ccc(F)cc2)cc1
→ 1.6%, -1.0%, -4%, 1%, 3%, 2%, 1.1%, -3%, 2%
- CCOC(=O)c1ccc(N=c2sc(C(=O)OC)cc(=O)n2-c2ccc(C(=O)OCC)cc2)cc1
→ -1.8%, 3.7%, 0%, 2%, 37%, 7%, -2.3%, -13%, 5%
- Cc1ccc(Cl)cc1NC(=O)N[C@@H](CC(C)C)C(=O)O
→ -0.3%, 0.5%, 2%, 5%, 8%, 4%, 3.1%, 2%, -7%
- COc1ccc(OCC(=O)Nc2ccc3c(c2)OCO3)cc1
→ 0.4%, -1.7%, 6%, 4%, 13%, 13%, -0.5%, -1%, 1%
- CC(C)(C)c1cc(NC(=O)c2cccc([N+](=O)[O-])c2)no1
→ 2.5%, -1.5%, -4%, 5%, 67%, -2%, -0.1%, -7%, -3%
- Cc1ccc(C(=O)Cc2ccccc2)o1
→ 0.3%, ., ., 2%, ., 7%, 0.2%, -9%, 7%
- O=C(NCCc1ccccc1)C1CCCN(S(=O)(=O)c2cccs2)C1 (centres undefined)
→ 3.9%, -1.7%, 5%, 5%, 6%, 0%, 2.9%, -3%, 2%
- Cc1ccc(NC(=O)C2CC(O)CN2C(=O)OCc2ccccc2)c(C)c1 (centres undefined)
→ 0.2%, -0.9%, -16%, 6%, -8%, 5%, 0.2%, -1%, 4%
- CCOC(=O)c1c(C)c(C(=O)NCC2CCCO2)c(C)n1CC (centres undefined)
→ -1.2%, -0.6%, 17%, 8%, -3%, 14%, 0.4%, -2%, 9%
- CCc1[nH]c(=O)[nH]c1C(C)S(=O)(=O)c1ccc(C)cc1 (centres undefined)
→ -3.7%, 0.6%, -12%, 11%, -4%, 12%, 0.8%, -6%, 1%
- O=C(OCC(=O)N(CCc1ccccc1)Cc1ccccc1)c1ccccc1[N+](=O)[O-]
→ -0.4%[50 µM], ., ., 12%, ., 14%, -1.3%, 6%, -7%
- COc1ccc(NC(=O)c2c(NC(=O)CNCc3ccco3)sc3c2CCC3)cc1
→ 0.7%, -1.2%, 19%, 16%, -10%, -1%, 1.3%, 2%, -3%
- COc1cccc(C(=O)NCC(=O)N/N=C/c2ccc3c(c2)OCO3)c1
→ 0.0%, -0.8%, 6%, 6%, -3%, 7%, -0.6%, -7%, -3%
- Cc1nn(C(C)(C)C)c(C)c1/C=N/OC(=O)Nc1ccc(Cl)cc1
→ -0.9%, 1.3%, 13%, -6%, -15%, 11%, -2.1%, -15%, 2%
- COc1cccc(-c2ccc(NC(=O)C3CCCN(Cc4cnc(C)s4)C3)cc2)c1 (centres undefined)
→ -0.3%, 0.4%, -14%, 12%, -4%, 10%, 21%, 4%, -2%
- CC12CCC(C(=O)Nc3ccc(Cl)cc3)([C@H](Br)C1=O)C2(C)C (some centres undefined)
→ ., -0.6%, 9%, ., 2%, 7%, ?, ., -10%
- CCCn1c(=NC(C)=O)c(C(=O)OCC)cc2c(=O)n3ccccc3nc21
→ 0.0%, 0.4%, -5%, 15%, -6%, 5%, 0.6%, -4%, 1%
- Cc1ccc(OCc2nnc(SCC(=O)NC3CCCCC3)n2C)cc1
→ 0.4%, 2.3%, 0%, 15%, 16%, 2%, 1.8%, 6%, -4%
- COc1cccc2c1OCC1COc3c(c(=O)n(C)c(=O)n3C)C21 (centres undefined)
→ -0.5%, -1.1%, -1%, -5%, -6%, 8%, 0.0%, -1%, -4%
- COc1cc(/C=C/c2[nH]c(=O)[nH]c(=O)c2[N+](=O)[O-])ccc1OCCC(C)C
→ -0.9%, 7.3%, -1%, 3%, 7%, 24%, 48%, ?, -11%
- COc1ccnc(Oc2ccc(F)cc2)c1C(=O)N/C=N/OCc1ccc(F)cc1
→ 1.1%, 0.7%, 11%, 6%, 3%, 2%, 0.1%, -5%, 7%
- COc1ccc(CC(=O)NNC(=O)CSc2nc(C)c(C)c(=O)[nH]2)cc1
→ -0.3%, -2.5%, -12%, 5%, 3%, ?, 0.6%, -10%, -4%
- CC(CC1C(C#N)=C(N)OC2=C1C(=O)CCC2)c1ccccc1 (centres undefined)
→ 0.1%, 3.0%, -4%, 4%, 18%, 8%, 0.6%, -8%, -4%
- Cc1cc(C)n(-c2ccc(C(=O)NCc3cccs3)cc2)n1
→ -0.2%, -1.2%, 5%, 5%, 0%, 2%, 1.6%, -4%, 14%
- CN(CC(=O)Nc1c(Cl)cccc1Cl)C(=O)CNC(=O)c1ccc2ccccc2c1
→ 1.2%[50 µM], ., ., 4%, ., 23%, 5.3%, 13%, -10%
- CN(CC(=O)Nc1c(Cl)cccc1Cl)C(=O)c1ccc2nc[nH]c2c1
→ 1.0%[50 µM], ., ., 4%, ., 6%, -1.4%, 1%, 6%
- NS(=O)(=O)c1ccc(CNC(=O)CC23CC4CC(CC(C4)C2)C3)cc1
→ 0.0%, -2.3%, -13%, 9%, -14%, 10%, -1.2%, -5%, 2%
- CCc1ccc(N2CC(C(=O)NCCC3=CCCCC3)CC2=O)cc1 (centres undefined)
→ 0.1%, 1.0%, -6%, 9%, 5%, 28%, 1.8%, -1%, -4%
- C[C@H]1CN=C(N(C)C)N1CC1CCC(C(C)(C)C)CC1 (some centres undefined)
→ 0.6%, ., ., 0%, ., 17%, -1.5%, -10%, 0%
- C/C=C/C(=O)Nc1cccc(C2=NOC3(C2)C[C@H](C(N)=O)N(C(=O)/C=C/C)C3)c1 (some centres undefined)
→ -1.2%, -1.1%, 6%, 7%, 14%, 5%, 2.7%, 5%, 3%
- CCOc1c(OC)cccc1C(=O)NCC1(c2ccccc2)CCCC1
→ -0.1%, -1.4%, -10%, 9%, 0%, 28%, 8.0%, -13%, -3%
- CO/N=C/C(=N\Nc1ccc(C)cc1)C(=O)c1ccc(OC)cc1
→ 0.0%, 1.8%, -11%, 10%, 12%, -1%, -1.5%, -1%, -15%
- O=C(c1cc(-c2cccc(O)c2)on1)N1CCN(C(c2ccccc2)c2ccccc2)CC1
→ -2.7%, 4.0%, -1%, 8%, 14%, 11%, -3.3%, 5%, 19%
- CN1C(=O)c2ccc(NC(=O)CSc3ccccc3)cc2C1=O
→ 0.3%, -1.9%, 2%, 7%, 1%, 7%, 0.1%, -8%, 1%

Sorted by value in RSV CPE inhibition (highest first): 3 of the compounds above.
structure	RSV CPE inhibition
CCOc1c(OC)cccc1C(=O)NCC1(c2ccccc2)CCCC1	8.0%
CN1C(=O)c2ccc(NC(=O)CSc3ccccc3)cc2C1=O	0.1%
CO/N=C/C(=N\Nc1ccc(C)cc1)C(=O)c1ccc(OC)cc1	-1.5%

High-throughput results (PubChem BioAssay)
